IL-1B inflam inh – blocks inflammasome-driven IL-1 beta release; THP-1 LPS/ATP IL-1B secretion, AlphaLISA, 16 h; stronger effect = lower value; activity change, % at 57.5 µM; 360,000 tested, 4.7% active; in the data active means activity change below about -50%; inconclusive means mostly about -30% to -49%; further: on the % scale 0 is the no-effect control and ±100 the full control effect
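THP-1 cells pretreated 1 hr with compounds (up to 57.5 uM final), then stimulated with LPS (250 ng/mL final) plus ATP (1.25 mM final); secreted IL-1B measured by AlphaLISA after 16 hr, decreased signal indicating inhibition.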
KB-3-1 tox – kills parental KB-3-1 adenocarcinoma cells; AID 1347075; 400,000 tested, 1.4% active; KB-3-1 viability, CellTiter-Glo ATP luminescence, 72 h; Potency, µM (titrated, usually from 46.1 µM), for inactives: at the top dose activity change, negative = cytotoxic, actives largely listed as cytotoxic; further: potency means the concentration at half of the fitted maximal effect; on the % scale 0 is the no-effect control and ±100 the full control effect; nearly all actives have a fitted effect of over 60% in size
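Parental KB-3-1 adenocarcinoma cells in phenol-red-free DMEM with 10% FBS were pin-treated with compounds at several concentrations, incubated 72 h at 37 °C, and viability read by CellTiter-Glo luminescence; concentration-effect curves were fitted after normalization.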
HepG2 tox – counter-screen for TGF-b inhibitors: cytotoxicity in HepG2 cells; Potency, µM (highest dose often 46.1 µM), for the others: at the highest dose activity change, negative = cytotoxicity, usual class: cytotoxic; 410,000 tested, 0.76% active; HepG2 CAGA-GFP viability, ATP luminescence, 18 h; further: potency means the concentration at half of the fitted maximal effect; some results filed as inactive show a strong effect at the top dose
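CellTiter-Glo luminescence gave cytotoxicity after 18 hours at 37 degrees C. The cells were HepG2 CAGA-GFP in 1% FBS DMEM, stimulated with 500 pg/mL TGF-beta after compound addition. %Activity was normalised to no-cell wells (complete cell-killing) and DMSO (no toxicity), and curves were fitted and classified.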
HT1080 IDH1KD tx – kills HT-1080 cells with IDH1 knockdown. HT-1080 IDH1 knockdown viability, ATP luminescence, 48 h. Potency, µM (doses to about 46.1 µM), for the others: top-dose activity, negative = toxicity, hits mostly cytotoxic. 360,000 tested, 2% active. AID 686971;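 further: potency means the concentration at half of the fitted maximal effect; 0% = DMSO wells and -100% = cell-free medium wells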
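HT-1080-IDH1KD cells (IDH1 knocked down), 750/well in RPMI with 5% FBS, treated with compound 48 h at 37 degrees C. Viability by CellTiter-Glo luminescence, normalised to DMSO and no-cell wells; concentration-response curves classed.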
HT1080NT lethal – kills 2HG-producing HT-1080-NT fibrosarcoma cells; HT-1080-NT fibrosarcoma viability, CellTiter-Glo ATP luminescence, 48 h; Potency, µM (highest dose often 46.1 µM), for the others: at the highest dose activity, negative = less viability, usual class: cytotoxic; 360,000 tested, 1.6% active;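 further: NT is the 2HG producing partner of a matched IDH1 knockdown line; potency means the concentration at half of the fitted maximal effect; 0% = DMSO-treated cells and -100% = media-only wells without cells; nearly all actives have a fitted effect of over 55% in size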
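Luminescent CellTiter-Glo readout after 48 hours of compound exposure at 37 degrees C defined viability of HT-1080-NT cells. Activity was normalized to DMSO wells and cell-free media wells; concentration-response curves were fitted and assigned curve classes.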
MCF10A rereplic – induces DNA re-replication in MCF 10a normal breast cells; MCF 10A DNA re-replication, Hoechst nuclear intensity, 48 h; Potency, µM (series often up to 46.1 µM), without a hit: at the top dose activity, positive = re-replication, usual class: activators; 350,000 tested, 2.9% active; further: potency means the concentration at half of the fitted maximal effect; % of control where 0% means no effect; nearly all actives have a fitted effect of over 50% in size
S2 tox – reduces viability in counter-screen for ATXN expression inhibitors; S2 cells (HEK-293 line with an ATXN2-luciferase reporter) viability, CellTiter-Fluor protease fluorescence, 24 h; Potency, µM (series often up to 56.7 µM), usual class: cytotoxic; 400,000 tested, 0.49% active; further: potency means the concentration at half of the fitted maximal effect; nearly all actives have a fitted effect of over 40% in size
ATXN2 expr inh – inhibitors of ATXN2 expression. 360,000 tested, 0.72% active. Potency, µM (doses to about 57 µM), without a hit: at the top dose activity change, negative = inhibition, most hits filed as inhibitors. HEK-293 ATXN2-luciferase reporter, luminescence, 24 h; further: potency means the concentration at half of the fitted maximal effect; on the % scale 0 is the no-effect control and ±100 the full control effect; nearly all actives have a fitted effect of over 55% in size
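qHTS (up to 57 uM final) was run with 24 h compound exposure of reporter cells at 37 °C. Each well was multiplexed: SteadyGlo luminescence measured ATXN2-luciferase expression after a fluorogenic Gly-Phe-AFC viability readout (25 uM final).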
SW480 rerep – induces DNA re-replication in SW480 colon adenocarcinoma cells. Potency, µM (doses to about 46.1 µM), without a hit: at the top dose re-replication activation, usual class: activators. 340,000 tested, 1.8% active. SW480 DNA re-replication, Hoechst DNA content imaging, 48 h; further: potency means the concentration at half of the fitted maximal effect; % of control where 0% means no effect; nearly all actives have a fitted effect of over 55% in size
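Quantitative HTS format with DMSO vehicle controls; 48 hr drug incubation at 37 C, then 40 min Hoechst staining and scanning imager measurement at 405 nm excitation.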
The depositor's hits bear a star; i = inactive; ? = inconclusive; / = not tested or not shown; [ ] = another dose, or the depositor's remark. Unless noted, the call rests on the fitted dose curve; in most records, active means well fitted curve in the direction sought with a large enough effect; inconclusive means small, poorly fitted or top-dose-only effect, or another doubt; inactive means no such curve, though single readings can be large; an effect the other way counts as inactive or inconclusive.

1	CCc1ccc(C(C)NC(=O)c2cc(C)oc2C)cc1 (configuration not stated)
2	O=C(NNc1c(Cl)cc(Cl)cc1Cl)C1CCC1
3	O=C1c2ccccc2C(c2nnnn2Cc2ccccc2)N1Cc1ccc(F)cc1 (configuration not stated)
4	CCSc1nc(=O)n(-c2ccccc2)c(C)c1C(C)=S
5	O=C(CCN1C(=O)/C(=C/c2ccco2)SC1=S)Nc1ccc(O)cc1C(=O)O
6	CCOc1ccccc1C(C(=O)NC1CCCCC1)N(C(=O)c1csnn1)C1CC1 (configuration not stated)
7	CCCCOc1ccc(OCCCC)c2c1NC1(N2)C(=O)N(C(C)=O)c2ccccc21
8	CC1(c2nnc(-c3ccc(Cl)cc3)o2)CC(c2cccc(Cl)c2)=NO1 (configuration not stated)
9	CCOC(=O)N1CCC(NC(=O)c2ccc3c(c2)N(Cc2ccccc2C)C(=O)c2ccccc2S3=O)CC1 (configuration not stated)
10	O=C(Cn1cccc1)NC1CCCCCC1
compound no.	1	2	3	4	5	6	7	8	9	10
IL-1B inflam inh	-2	-4	1	-11	1	?	60	-4	/	17
KB-3-1 tox	14%	3%	5%	0%	-4%	17%	1%	10%	-15%	-3%
HepG2 tox	-14%	3%	/	-18%	3%	6%	4%	6%	7%	1%
HT1080 IDH1KD tx	8%	-2%	-4%	-2%	-3%	5%	11%	10%	/	-1%
HT1080NT lethal	-1%	4%	-2%	-5%	0%	7%	13%	8%	/	12%
MCF10A rereplic	?	-1%	/	1%	-1%	1%	1%	6%	/	-8%
S2 tox	i	i	i	i	?	i	i	i	i	i
ATXN2 expr inh	-14%	1%	6%	-5%	-28%	19%	-11%	3%	11%	14%
SW480 rerep	17%	0%	/	5%	-2%	1%	-7%	-37%[inhibitor][9.22 µM]	/	0%

11	COc1cc(CN2CCN(Cc3ccco3)CC2)cc(OC)c1
12	c1ccc(-c2ccnc3nc(N4CCN(c5ccccc5)CC4)nn23)cc1
13	O=C(CCc1nc2ccccc2c(=O)[nH]1)Nc1cccc(S(=O)(=O)N2CCCCC2)c1
14	CN1CCN(C(=S)c2cn(Cc3ccc(F)cc3)c3ccccc23)CC1
15	CCc1nc(SCC(=O)NC2CCCC2)c2oc3ccccc3c2n1
16	CCOC(=O)Cn1c(C)cc(=O)c2ccccc21
17	O=C1CC2(CCN(C(=O)c3ccc(Cl)cc3)CC2)Oc2ccccc21
18	COc1c(OC(C)=O)c(=O)n2c3ccccc3c3ccnc1c32
19	O=C(O)c1[nH]c2ccc(Cl)cc2c1CC(=O)N1CCN(C(=O)c2ccco2)CC1
20	COc1cccc(C(=O)N2CCC(n3nccc3NC(=O)C3CCOC3)CC2)c1 (configuration not stated)
compound no.	11	12	13	14	15	16	17	18	19	20
IL-1B inflam inh	12	-9	-3	-9	5	?	-17	11	1	6
KB-3-1 tox	4%	-4%	-4%	0%	1%	15%	-8%	1%	10%	/
HepG2 tox	-5%	-19%	0%	-24%	2%	-2%	-7%	-57%	9%	-36%
HT1080 IDH1KD tx	12%	1%	0%	-26%	4%	21%	-13%	1%	17%	16%
HT1080NT lethal	8%	-6%	-2%	-16%	9%	17%	-21%	-22%	8%	6%
MCF10A rereplic	2%	-193%[0.0737 µM]	17%	-4%	4%	1%	2%	40%	12%	-2%
S2 tox	i	i	i	?	i	i	i	i	i	i
ATXN2 expr inh	2%	0%	6%	/	-1%	-1%	-25%	-3%	0%	-2%
SW480 rerep	-9%	-3%	-1%	-3%	0%	-3%	0%	-12%	-2%	-4%

3 entries from above, ordered by the value under IL-1B inflam inh, smallest number first:
no.	molecule	IL-1B inflam inh
12	c1ccc(-c2ccnc3nc(N4CCN(c5ccccc5)CC4)nn23)cc1	-9
20	COc1cccc(C(=O)N2CCC(n3nccc3NC(=O)C3CCOC3)CC2)c1 (configuration not stated)	6
18	COc1c(OC(C)=O)c(=O)n2c3ccccc3c3ccnc1c32	11

Next section.
21	Cc1ccc(-c2nc3[nH]c(=O)cc(NC(=O)C(C)C)n3n2)cc1
22	O=C(/C=N/O)NCc1ccncc1
23	O=C(CCS(=O)(=O)c1ccc(Cl)cc1)OCC(=O)N1CCCCC1
24	N#Cc1c(C#N)c(-c2ccccc2)n(-c2ccccc2)c1N
25	CCCCn1c(N)c(N(CC(C)C)C(=O)c2oc3c(Cl)cccc3c2C)c(=O)[nH]c1=O
26	CCN(CC)C(=O)CN(C)S(=O)(=O)c1cccc2nsnc12
27	Cc1ccc(SCCNC(=O)c2ccc(CN3CCOCC3)cc2)cc1
28	COc1ccc(C(=O)C(C)OC(=O)CCN2C(=O)C3CC=CCC3C2=O)cc1 (configuration not stated)
29	CCOC(=O)N1CC(=O)Nc2ccc(Br)cc2C1c1ccccc1 (configuration not stated)
30	Cc1cc(C)c(NC(=O)c2ccc3nccnc3c2)c(C)c1
compound no.	21	22	23	24	25	26	27	28	29	30
IL-1B inflam inh	16	32	15	-15	?	11	25	-11	0	-15
KB-3-1 tox	5%	12%	10%	-28%	8%	-21%	-5%	-4%	14%	17%
HepG2 tox	-1%	-1%	9%	-22%	-2%	-1%	7%	-25%	-11%	22%
HT1080 IDH1KD tx	5%	8%	6%	-21%	0%	-19%	-19%	0%	-5%	2%
HT1080NT lethal	0%	5%	11%	-24%	-13%	?	-5%	-3%	6%	3%
MCF10A rereplic	0%	-5%	21%	15%	4%	4%	0%	1%	-12%	-2%
S2 tox	i	i	i	i	i	i	i	i	i	i
ATXN2 expr inh	3%	-4%	-6%	-1%	-5%	2%	-20%	/	-25%	28%
SW480 rerep	-13%	3%	-5%	-7%	-78%[inhibitor]	1%	-8%	3%	-2%	-84%[inhibitor]

Copied from the list:
MCF10A rereplic with no. 29 : -12%
HepG2 tox with no. 22 : -1%

(cont.)
31	CS(=O)(=O)Nc1ccc(C2=NN(C(=O)c3ccco3)C(c3ccccc3F)C2)cc1 (configuration not stated)
32	CCC(=O)N1CCc2cc(Br)cc(S(=O)(=O)CCC(=O)N(CC)CC)c21
33	Cc1cccc(NC(=O)CSC(N)=O)c1C
34	COc1ccccc1C(=O)OCC(=O)Nc1cccc(S(=O)(=O)NC2=NCCCCC2)c1
35	O=C(COC(=O)C12CC3CC(CC(Br)(C3)C1)C2)Nc1ccc2[nH]c(=O)[nH]c2c1
36	Cc1nnsc1S(=O)c1ccc(Cl)c(Cl)c1 (configuration not stated)
37	O=C(Nc1cc(C(F)(F)F)ccc1N1CCOCC1)c1n[nH]c(=O)c2ccccc12
38	O=C(NCCc1ccccc1)C1CCN(c2nc3ccccc3nc2C(F)(F)F)CC1
39	CCOC(=O)C1=C[C@@H](C(C)(C)C)N(S(=O)(=O)c2ccc([N+](=O)[O-])cc2)[C@H]1c1ccccc1
40	CCOC(=O)c1c(C)c(C(=O)NCc2ccccn2)c(C)n1C
compound no.	31	32	33	34	35	36	37	38	39	40
IL-1B inflam inh	-18	14	-91*	5	12	-62*	-10	/	0	-7
KB-3-1 tox	-10%	-5%	16%	/	32%	?	-19%	?	-25%	-15%
HepG2 tox	-9%	-10%	-4%	-5%	-3%	-9%	-21%	0%	-15%	-9%
HT1080 IDH1KD tx	-9%	8%	11%	5%	-2%	?	6%	/	?	0%
HT1080NT lethal	-3%	27%	11%	20%	-2%	?	3%	/	?	-16%
MCF10A rereplic	3%	0%	?	18µM*	6%	?	16%	/	/	1%
S2 tox	?	i	i	i	i	i	i	i	i	i
ATXN2 expr inh	-11%	11%	-11%	0%	0%	/	-19%	8%	-20%	-12%
SW480 rerep	-9%	-12%	?	-8%	-7%	?	5%	/	/	2%

41	COc1cc(CN(C)C(=O)C(=O)c2c[nH]c3ccccc23)ccc1O
42	CN(CC(=O)Nc1ccc(Cl)cc1)C1=NS(=O)(=O)c2ccccc21
43	O=C(CNS(=O)(=O)c1ccccc1)OCC(=O)c1ccc(Br)cc1
44	C=C(NC(=O)C(=C)NC(=O)c1csc(C2=NC3c4csc(n4)C4NC(=O)c5csc(n5)C(C(C)(O)C(C)O)NC(=O)C5CSC(=N5)/C(=C/C)NC(=O)C(C(C)O)NC(=O)c5csc(n5)C3(CC2)NC(=O)C(C)NC(=O)C(=C)NC(=O)C(=C)NC(=O)C(C(C)C)NC2C=Cc3c(C(C)O)cc(nc3C2O)C(=O)OC4C)n1)C(N)=O (configuration not stated)
45	CCC(=O)Nc1nc2ccccc2n1CCN1CCOCC1
46	CC(C)(C)C(=O)Cn1c(NCCCO)nc2ccccc21
compound no.	41	42	43	44	45	46
IL-1B inflam inh	-1	18	-4	-67*	17	7
KB-3-1 tox	-24%	3%	10%	?	?	-5%
HepG2 tox	-4%	19%	0%	0%	-3%	6%
HT1080 IDH1KD tx	-11%	1%	2%	5.2µM*	22%	0%
HT1080NT lethal	-1%	3%	-2%	?	9%	-9%
MCF10A rereplic	1%	4%	-13%	?	0%	-2%
S2 tox	i	i	i	2.7µM*	?	i
ATXN2 expr inh	0%	-6%	3%	?	9%	-3%
SW480 rerep	-3%	-20%	-7%	1.2µM*	2%	1%

Source: PubChem BioAssay
